# Screening data as filed in PubChem.
# AmpC detergent – qHTS Inhibitors of AmpC Beta-Lactamase (assay with detergent); P00811; AmpC hydrolysis of nitrocefin, absorbance 480 nm, 0.01% Triton; Potency, µM (top dose mostly 114 µM), without a hit: top-dose activity change, negative = inhibition, usual class: inhibitors; 370,000 compounds, 0.041% hits; AID 485294, 2010;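 also: potency is read from the fitted curve at half-maximal effect; 0% = no-compound wells and -100% = no-enzyme wells; nearly all actives have a fitted effect of over 25% in size; some results filed as inactive show a strong effect at the top dose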
# Target sequence (P00811 whole entry, looked up): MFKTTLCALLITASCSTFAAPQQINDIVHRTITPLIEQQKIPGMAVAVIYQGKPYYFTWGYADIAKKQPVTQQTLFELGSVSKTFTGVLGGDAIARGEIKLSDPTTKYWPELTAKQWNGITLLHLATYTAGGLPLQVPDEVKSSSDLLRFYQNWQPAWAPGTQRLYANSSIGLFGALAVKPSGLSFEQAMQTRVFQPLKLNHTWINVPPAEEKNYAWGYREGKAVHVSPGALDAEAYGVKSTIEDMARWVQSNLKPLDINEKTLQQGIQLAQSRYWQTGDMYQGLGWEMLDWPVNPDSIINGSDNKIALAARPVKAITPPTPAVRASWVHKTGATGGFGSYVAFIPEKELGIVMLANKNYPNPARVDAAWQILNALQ
#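 20 mM phosphate pH 7.0 + 0.01% (detergent screen) or 0.0001% Triton X-100; 5.3 nM AmpC reagent; cpd preinc 15 min RT; nitrocefin (800 uM stock) to start; A480 q20 s × 4 min; Activity was normalised to no-enzyme and no-compound control wells.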
# Giardia FBPA inh – qHTS Assay for Inhibitors of Fructose-1,6-bisphosphate Aldolase from Giardia Lamblia; A8B2U2; purified Giardia FBPA; Potency, µM (titrated, usually from 59.6 µM), for the others: at the highest dose activity, negative = inhibition, actives largely listed as inhibitors; 290,000 compounds, 0.71% hits; AID 2451, 2010; also: potency is read from the fitted curve at half-maximal effect; nearly all actives have a fitted effect of over 55% in size
# Target sequence (A8B2U2 whole entry, looked up): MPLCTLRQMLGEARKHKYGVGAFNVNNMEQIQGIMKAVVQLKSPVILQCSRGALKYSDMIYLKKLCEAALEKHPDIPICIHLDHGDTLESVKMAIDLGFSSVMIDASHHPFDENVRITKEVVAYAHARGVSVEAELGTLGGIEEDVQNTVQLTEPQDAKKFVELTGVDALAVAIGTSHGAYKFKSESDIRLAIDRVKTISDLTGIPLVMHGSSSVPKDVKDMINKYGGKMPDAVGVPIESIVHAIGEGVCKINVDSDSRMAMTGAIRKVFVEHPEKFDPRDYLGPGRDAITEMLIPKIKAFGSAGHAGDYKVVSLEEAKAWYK
#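 40 nM FBPA preincubated 10 min at RT with compound (up to 57.5 uM final), then substrate plus GAPDH/TPI/NAD/arsenate coupling and diaphorase/resazurin added. Fluorescence read after 20 min at RT, 525/598 nm.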
# Sm TGR block – qHTS Assay for the Inhibitors of Schistosoma Mansoni Peroxiredoxins; purified TGR, DTNB reduction, TNB absorbance 405 nm; Potency, µM (titrated, usually from 114 µM), inactives show at the highest dose activity change, negative = inhibition, actives largely listed as inhibitors; 360,000 compounds, 3% hits; AID 485364, 2010; also: potency is read from the fitted curve at half-maximal effect; nearly all actives have a fitted effect of over 60% in size
#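 Kinetic colorimetric format: TGR-catalysed, NADPH-driven DTNB reduction monitored via TNB absorbance. Enzyme dispensed at 20 nM; compound exposure 15 min at room temperature before reaction start.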
# HCMV inh – qHTS Assay for inhibitors of the human cytomegalovirus (HCMV). HFF cells, HCMV-luciferase reporter, 72 h; active compounds read low. activity change, negative = inhibition, % at 57.5 µM. 410,000 compounds, 4.5% hits. AID 1259415, 2018; in the data active = activity change below about -60%; inconclusive = no clear call, values can overlap the other calls; inactive = above about -39%
#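 Steps: HFFs plated, 16 h 37C; compounds added; HCMV-luciferase added to MOI 1 PFU/cell; 72 h 37C; OneGlo reagent, 5 min room temperature; luminescence read, normalized to controls.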
# HCV inhibitor – qHTS Assay for Inhibitors of Hepatitis C Virus (HCV) | Huh7.5.1 HCVcc-Cre infection, luciferase reporter, 44 h | Potency, µM (highest dose often 41.8 µM), for inactives: at the top dose activity change, negative = inhibition, hits mostly inhibitors | 340,000 compounds, 3.4% hits; also: potency is read from the fitted curve at half-maximal effect
#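 Cells (1,000/well) were plated 4 h before compound, then infected with HCVcc-Cre virus (~0.5 moi). After 44 h further culture, infection was read as luciferase luminescence following a 15 min substrate incubation at room temperature.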
# AmpC inh no detg – qHTS Inhibitors of AmpC Beta-Lactamase (assay without detergent). P00811. AmpC nitrocefin hydrolysis, absorbance 480 nm, 0.0001% Triton. Potency, µM (doses to about 57.1 µM), for inactives: at the highest dose activity change, negative = inhibition, actives largely listed as inhibitors. 330,000 compounds, 0.52% hits. AID 485341, 2010;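 also: potency is read from the fitted curve at half-maximal effect; plate controls were no compound for no effect and no enzyme for full effect; nearly all actives have a fitted effect of over 20% in size; some results filed as inactive show a strong effect at the top dose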
#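 20 mM phosphate pH 7.0 + 0.01% (detergent screen) or 0.0001% Triton X-100; 5.3 nM AmpC reagent; cpd preinc 15 min RT; nitrocefin (800 uM stock) to start; A480 q20 s × 4 min; Activity was normalised to no-enzyme and no-compound control wells.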
# Starred values were filed as active, the others as inactive; ? = inconclusive; · = no result given; & = joins results of further samples; [ ] = another dose, or the depositor's remark. Unless noted, calls follow the shape of the dose curve; as a rule, active = well fitted curve in the direction sought with a large enough effect; inconclusive = small, poorly fitted or top-dose-only effect, or another doubt; inactive = no such curve, though single readings can be large; an effect the other way counts as inactive or inconclusive. Unless noted, % is scaled to controls: 0 for no effect and ±100 for the full control effect.
no.	canonical_smiles	AmpC detergent	Giardia FBPA inh	Sm TGR block	HCMV inh	HCV inhibitor	AmpC inh no detg
1	CCCn1ccc2c(OCC(=O)Nc3ccccc3C(=O)OCC)cccc2c1=O	0.2%	·	-0.3%	8.5	·	·
2	COc1ccc(Cl)cc1NC(=O)COC(=O)CCc1cc(OC)c(OC)c(OC)c1	?	-7.4%	-7.2%	19.3	?	64.9%[activator]
3	CC(C)CNC(=S)NNC(=O)c1ccccc1OC(F)F	1.9%	4.0%	-2.7%	2.3	4.1%	-4.9%
4	CCOC(=O)c1c(NC(=O)c2cccs2)sc(C)c1C	-2.8%	6.7%	0.3%	-35.6	12.6%	-7.7%
5	CCOc1ccc(C/C(O)=C2\C(=O)CC(C)(C)CC2=NCC(=O)O)cc1OCC	0.5%	7.0%	15.7%	73.8	16.4%	-8.6%
6	CCN(CC)CCN1C(=O)C(=O)/C(=C(/O)c2c(C)[nH]c(C(=O)OC)c2C)C1c1cccc(OC)c1 (centres undefined)	5.8%	1.8%	-34.2%	83.5	8.3%	-1.0%
7	Cc1cc(C)c(NC(=O)CCc2c(C)nc3c(c(C)nn3C(C)(C)C)c2C)c(C)c1	-11.2%	·	-0.7%	3.3	·	·
8	O=C(CNc1cccc([N+](=O)[O-])c1)NC(=O)NC1CCCCC1	·	·	·	1.6	3.1%	-15.5%
9	CCOc1ccc(N(CC(=O)NC2CCCCC2)C(=O)CNC(=O)c2cccs2)cc1	1.8%	12.2%	-5.4%	12.1	27.1%	50.1%
10	O=C(NC(=S)Nc1ccccc1Cl)c1csnn1	-10.7%	-11.3%	22.4µM*	-32.4	10.4%	-35.4%
11	O=C(/C=C/c1ccc(Cl)cc1)OCC(=O)c1ccc[nH]1	-5.1%	·	-4.4%	0.0	15.2%	-22.5%
12	O=C(CCS(=O)(=O)c1nc(-c2ccc3c(c2)OCO3)cc(C(F)(F)F)n1)Nc1ccc(F)cc1F	-2.2%	·	-21.1%	40.3	·	·
13	CNC(=O)N(O)C1N(/N=C/c2cc(Br)ccc2O)C(=S)SC1(C)C (centres undefined)	3.5%	16.7%	0.0%	-15.3	11.2µM*	-3.2%
14	CCN(c1ncnc2c1c(-c1ccccc1)cn2-c1ccccc1)C1CCCCC1	3.9%	·	9.8%	-27.4	·	·
15	O=S(=O)(NCc1ccccc1)c1ccc2ccccc2c1	-3.5%	-6.5%	2.9%	17.2	-1.3%	-35.4%
16	COc1cccc(CNC(=O)CCc2c(C)c3cc4c(C)coc4cc3oc2=O)c1	17.9%	·	1.2%	-7.9	·	·
17	CC(NC(=O)C(C)(C)C)C(c1cccs1)N1CCOCC1 (centres undefined)	9.6%	2.5%	10.8%	9.5	2.5%	15.8%
18	COc1cc(C2=NOC(C(=O)Nc3cccnc3)C2)cc(OC)c1OC (centres undefined)	1.8%	5.0%	4.0%	0.6	2.8%	-6.3%
19	COc1ccc(/C=C/C(=O)N(Cc2ccccc2)c2ccccn2)cc1OC	-2.0%	0.2%	·	?	14.9%	212.9%[activator]
20	O=c1c(Cl)c(N2CCOCC2)cnn1-c1nc2ccccc2[nH]1	-5.3%	1.3%	-19.2%	49.3	-4.0%	-20.8%
21	Cc1cc(C)nc(NCCO)n1	2.4%	0.3%	17.1%	-2.2	-3.5%	31.6%
22	CC(C)COc1ccc(/C(O)=C2/C(=O)C(=O)N(CCN(C)C)C2c2ccncc2)cc1 (centres undefined)	-1.5%	-4.5%	-25.0%	-22.8	8.8%	8.8%
23	C(=N\Nc1nc(N2CCOCC2)nc(N2CCOCC2)n1)/c1cccnc1	-7.2%	-9.3%	-2.4%	32.8	-5.8%	-5.3%
24	COc1ccc(-n2nc(C(=O)NCC(=O)N3CCN(Cc4ccccc4)CC3)c3ccccc3c2=O)cc1OC	-11.4%	2.9%	-15.7%	-13.6	-1.2%	25.6%
25	COCc1cc(C)nc(OCC(=O)N/N=C/c2ccc(OC)c(O)c2)c1C#N	-11.5%	3.4%	-4.2%	?	9.6%	-32.6%
26	COc1ccc(C(=S)N2CCN(c3cccc(Cl)c3)CC2)cc1	10.5%&-11.6%	6.3%&7.3%	-0.6%&13.5%	20.0	-1.2%	-23.6%&-23.3%
27	O=C1CC(Cc2ccccc2)C(=O)N1Cc1ccco1 (centres undefined)	0.3%	-10.9%	15.8µM*	·	19.4%	-6.7%
28	CS(=O)(=O)c1ccc2nc(NC(=O)CN3C(=O)NC4(CCCC4)C3=O)sc2c1	0.9%	6.8%	2.3%	-22.0	·	-13.0%
29	O=C(Nc1ccc(S(=O)(=O)Nc2ncccn2)cc1)c1ccc2ncsc2c1	2.4%	1.2%	-4.7%	-39.5	-12.5%	-23.8%
30	Cc1cc(C)n(C(=O)COc2ccc(Cl)cc2Cl)n1	-14.2%	0.6%	-7.7%	7.0	-16.0%	-9.3%
31	NC(=O)c1nn(CC(=O)Nc2cccc(S(=O)(=O)N3CCCCCC3)c2)c(=O)c2ccccc12	-5.9%	·	-14.5%	-23.1	?	-33.8%
32	CCOc1ccccc1C(=O)OCC(=O)Nc1ncc(C(F)(F)F)cc1Cl	10.5%	0.6%	2.7%	-10.1	-5.5%	-4.7%
33	CCS(=O)(=O)Nc1ccc2c(c1)OCO2	5.4%	-1.1%	8.0%	-24.8	12.6%	-4.7%
34	COc1ccc(-c2noc(N3CCC(C(=O)N(C)c4ccccc4C)CC3)n2)cc1	?	-2.7%	2.9%	?	11.2µM*	143.2%[activator]
35	O=C(CCNC(=O)c1ccc([N+](=O)[O-])cc1)NNC(=O)c1ccccc1F	-5.4%	·	-8.1%	0.0	12.4%	-2.4%
36	C=CCSc1nnc2c(n1)OC(c1ccccn1)N(C(C)=O)c1ccccc1-2 (centres undefined)	?	0.7%	-18.9%	26.5	2.7%	-13.8%
37	COc1ccc(OC)c(NC(=O)C2C3C=CC(C3)C2C(=O)NCc2ccccn2)c1 (centres undefined)	?	-7.9%	-1.8%	31.0	9.6%	-5.0%
38	CCn1c(=O)c2c(nc3n2CCN3c2ccc(OC)cc2)n(C)c1=O	8.1%	·	6.7%	-4.4	·	·
39	COc1ccc(CCN2C(=O)N(c3ccc(C)cc3)C(=O)C2CC(=O)Nc2ccc(F)cc2)cc1 (centres undefined)	-4.2%	·	-1.0%	10.8	·	·
40	COc1cc(NC(=O)NC(C)(C(F)(F)F)C(F)(F)F)cc(OC)c1OC	-1.8%	?	-1.9%	40.6	-4.0%	-14.1%
41	COc1ccccc1NC(=O)NCCN1CCCCC1	-7.3%	3.7%	3.1%	11.8	18.2%	-5.6%
42	Cn1c(=O)c2sccc2n(Cc2ccc(Br)cc2)c1=O	?	0.9%	-4.2%	70.6	?	-14.6%
43	CC1(c2ccccc2Cl)NC(=O)N(CC(=O)NCCC2=CCCCC2)C1=O (centres undefined)	-7.8%	-9.4%	0.0%	-9.2	-14.4%	4.5%
44	CC(NC=O)c1nc2ccccc2n1CCc1ccccc1 (centres undefined)	-3.8%	-11.1%	-4.6%	-7.2	7.7%	0.9%
45	Cc1cccc(C2C3=C(Nc4[nH]n(-c5ccccc5)c(=O)c42)c2ccccc2C3=O)c1 (centres undefined)	-5.8%	-8.4%	-3.4%	-88.1*	-7.1%	-51.9%

# Random excerpt: 7 compounds from above
no.	canonical_smiles	AmpC detergent	Giardia FBPA inh	Sm TGR block	HCMV inh	HCV inhibitor	AmpC inh no detg
37	COc1ccc(OC)c(NC(=O)C2C3C=CC(C3)C2C(=O)NCc2ccccn2)c1 (centres undefined)	?	-7.9%	-1.8%	31.0	9.6%	-5.0%
32	CCOc1ccccc1C(=O)OCC(=O)Nc1ncc(C(F)(F)F)cc1Cl	10.5%	0.6%	2.7%	-10.1	-5.5%	-4.7%
42	Cn1c(=O)c2sccc2n(Cc2ccc(Br)cc2)c1=O	?	0.9%	-4.2%	70.6	?	-14.6%
38	CCn1c(=O)c2c(nc3n2CCN3c2ccc(OC)cc2)n(C)c1=O	8.1%	·	6.7%	-4.4	·	·
36	C=CCSc1nnc2c(n1)OC(c1ccccn1)N(C(C)=O)c1ccccc1-2 (centres undefined)	?	0.7%	-18.9%	26.5	2.7%	-13.8%
33	CCS(=O)(=O)Nc1ccc2c(c1)OCO2	5.4%	-1.1%	8.0%	-24.8	12.6%	-4.7%
45	Cc1cccc(C2C3=C(Nc4[nH]n(-c5ccccc5)c(=O)c42)c2ccccc2C3=O)c1 (centres undefined)	-5.8%	-8.4%	-3.4%	-88.1*	-7.1%	-51.9%

# (list continues)
no.	canonical_smiles	AmpC detergent	Giardia FBPA inh	Sm TGR block	HCMV inh	HCV inhibitor	AmpC inh no detg
46	COC(=O)c1nnn(-c2nonc2N)c1CSc1ccc(Cl)cc1	-2.7%	-2.1%	6.0%	-27.7	-4.2%	-5.9%
47	CCc1cccc(NC(=O)NC(=O)Cn2nnc(C(=O)OC)c2C(=O)OC)c1	-0.9%	-5.6%	3.3%	41.0	14.0%	1.0%
48	O=C(NCCc1ccccc1)c1nc(-c2ccc(Cl)cc2)n2c1CCCCC2	-3.8%	·	-1.1%	-23.9	·	·
49	COc1ccc(/C=N/NC(=O)c2sc3nc(C)cc(C)c3c2N)cc1	8.7%	1.1%	-2.1%	-16.1	-5.7%	-14.2%
50	CN(C)/C=N/c1nc2nccc(-c3ccccc3)n2n1	-9.9%	-0.7%	-7.3%	-19.3	11.8%	-18.1%
51	Cc1ccc(C)c(C(=O)Nc2c(C(N)=O)oc3ccccc23)c1	-5.1%	2.4%	-3.4%	41.0	-21.6%	-11.4%
52	COc1cc(OC)nc(-n2ncc(OC)c(Br)c2=O)n1	?	-0.9%	?	-2.9	0.6%	-13.3%
53	COc1ccc(C(=O)NCC2COc3ccccc3O2)cc1S(=O)(=O)N1CCOCC1 (centres undefined)	1.8%	·	-9.2%	8.5	11.2%	27.2%
54	S=c1[nH]nc(-c2ccc3ccccc3n2)n1-c1cc(Cl)cc(Cl)c1	?	-6.4%	4.8%	41.8	?	-24.5%
55	CCc1ccc(S(=O)(=O)NCc2cn3ccccc3n2)s1	-13.7%	-11.2%	1.7%	-2.9	-18.0%	-10.0%
56	Nc1nc(Nc2ccccc2)nc(NCc2ccccc2)c1[N+](=O)[O-]	0.2%	-10.3%	3.7%	-75.2*	?	-59.2%
57	c1coc(Cn2nnnc2CN2CCN(C3CCCC3)CC2)c1	?	-22.4%	31.6µM*	1.4	2.1%	-10.9%
58	CC1(O)C(=O)c2ccccc2N(c2ccccc2)C1=O (centres undefined)	?	1.0%	-3.2%	-36.7	12.8%	-17.3%
59	CCCCn1nc2cc(C(=O)NCc3ccco3)ccc2c1OCC	1.9%	-1.4%	-1.0%	3.9	-22.9%	-15.8%
60	Nc1cc(=O)nc(SCC(=O)Nc2ccccc2Cl)n1-c1ccccc1	1.7%	4.7%	-2.5%	?	3.9%	-5.4%
